DSG3 Ab inh – blocks pemphigus antibody binding to human desmoglein-3; DSG3-coupled beads, scFv-anti-DSG3-GFP binding, flow cytometry; hits give low values; hit rate 0.48% among 310,000; P32926; binding (percent of control), % at 10 µM; AID 588358;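 active means binding more than 3 SD below its plate's average and above zero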;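 further: hits lower antibody fragment binding to DSG3; some compounds called inactive have numbers as strong as hits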
Target sequence (P32926 whole entry, looked up, the tested form may be a part): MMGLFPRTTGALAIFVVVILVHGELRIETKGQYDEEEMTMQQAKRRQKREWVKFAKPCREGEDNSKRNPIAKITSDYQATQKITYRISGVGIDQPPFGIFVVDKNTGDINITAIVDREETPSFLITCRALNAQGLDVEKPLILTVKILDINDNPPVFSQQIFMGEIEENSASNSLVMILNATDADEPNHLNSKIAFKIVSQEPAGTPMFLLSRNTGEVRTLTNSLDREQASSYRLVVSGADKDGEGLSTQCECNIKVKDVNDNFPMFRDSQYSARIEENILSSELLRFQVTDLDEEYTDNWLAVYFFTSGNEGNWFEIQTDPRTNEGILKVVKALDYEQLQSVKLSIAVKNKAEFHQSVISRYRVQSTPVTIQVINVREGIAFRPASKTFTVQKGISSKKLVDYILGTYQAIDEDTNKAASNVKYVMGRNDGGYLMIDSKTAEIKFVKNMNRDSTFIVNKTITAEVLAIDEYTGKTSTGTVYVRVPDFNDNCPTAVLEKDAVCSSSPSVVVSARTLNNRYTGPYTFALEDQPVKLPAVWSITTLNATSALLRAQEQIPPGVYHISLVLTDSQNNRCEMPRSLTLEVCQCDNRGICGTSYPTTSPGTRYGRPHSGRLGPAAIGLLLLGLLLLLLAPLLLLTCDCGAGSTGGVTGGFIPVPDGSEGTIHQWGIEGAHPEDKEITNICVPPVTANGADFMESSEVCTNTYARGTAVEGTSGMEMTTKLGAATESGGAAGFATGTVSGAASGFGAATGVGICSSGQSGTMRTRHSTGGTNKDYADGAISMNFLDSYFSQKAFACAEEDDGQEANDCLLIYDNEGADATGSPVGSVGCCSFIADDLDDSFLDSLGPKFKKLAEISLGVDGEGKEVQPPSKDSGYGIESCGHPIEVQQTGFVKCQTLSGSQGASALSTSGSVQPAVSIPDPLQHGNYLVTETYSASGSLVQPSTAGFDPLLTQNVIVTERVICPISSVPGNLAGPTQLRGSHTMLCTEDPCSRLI
CAL PDZ FP-1 – CAL PDZ (human) peptide binding inhibition. inhibition, % at 24.9 µM. hit rate 0.92% among 300,000. purified CAL PDZ, TMR-peptide fluorescence polarization, 1 h. Q9HD26. AID 602252;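 active means mean inhibition of at least 30% with at least half of replicates also reaching 30%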;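 further: 0% = DMSO neutral control and 100% = excess unlabeled competitor peptide PRC23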
Keap1 Nrf2 FP – Keap1-Nrf2 (human) interaction inhibition; hit rate 0.15% among 340,000; Keap1 Kelch-Nrf2 peptide fluorescence polarization, 1536-well; inhibition, % at 9.4 µM; AID 504523; in the data active means inhibition above about 12%;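 further: human Keap1 Kelch domain with fluorescein labeled Nrf2 9mer peptide probe; 0% = neutral control wells and 100% = peptide positive control; higher means more block of Keap1 binding to Nrf2 peptide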
DAGLB inh – diacylglycerol lipase beta (human) inhibition; Q8NCG7; HEK293T DAGLB membrane lysate, EnzChek fluorogenic substrate; inhibition, % at 5.17 µM; hit rate 0.059% among 340,000; AID 504411; in the data active means inhibition above about 34%;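 further: 0% = enzyme with vehicle and 100% = wells lacking enzyme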
V-ATPase pHluor – alters yeast V-ATPase proton transport. S. cerevisiae, pHLuorin cytosolic pH fluorescence. response, % at 10 µM. AID 504577. hit rate 0.37% among 350,000; in the data active means response mostly above about 7.3%, no sharp cut-off; inactive means mostly below about 5.4%; further: actives read high; inactives centre near 0; some compounds called inactive have numbers as strong as hits
CAL PDZ FP-2 – human CAL PDZ-peptide interaction inhibition; Q9HD26; purified CAL PDZ, TMR-peptide fluorescence polarization, 1 h; inhibition, % at 20 µM; hit rate 0.02% among 330,000; AID 504414;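 active means highest replicate inhibition of at least 40%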;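 further: plate controls were DMSO neutral control wells for no effect and unlabeled competitor peptide control wells for full effect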
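Control set: unlabelled peptide and DMSO controls / Material: purified CerCALP PDZ construct / Timing: 1 h incubation at room temperature before polarization reading / Doses: 20 µM, one dose / Detection: fluorescence polarization (mP)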
NSD2 HMT inh – inhibitors of human histone methyltransferase NSD2; hit rate 0.54% among 310,000; O96028; inhibition, % at 12.5 µM; NSD2 peptide methylation, AlphaScreen, 120 min; in the data active means inhibition above about 50%
Arr AP2 block – human beta-arrestin and AP2 interaction inhibition. inhibition, % at 10 µM. FITC-arrestin peptide / GST-AP2 beads, flow cytometry; AP2 beta2 appendage carries R879A mutation. hit rate 0.31% among 340,000;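 active means inhibition above a set limit, near 3 SD of compounds lacking own fluorescence, cut at about 54% in these data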;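 further: plate controls were DMSO wells for no effect and 5 µM unlabelled arrestin peptide for full effect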
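test system = AP2 appendage R879A on GSH beads | buffer or medium = PBS plus Tween 20 (0.05%) and BSA (0.1%) | incubation = 12 min plus 1 h, RT | detection = bead flow cytometry, FITC channel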
LANA DNA inh – KSHV C-LANA DNA binding inhibition. inhibition, % at 9 µM. MBP-C-LANA/FAM-LBS DNA binding, fluorescence polarization. hit rate 0.078% among 340,000;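 active means highest replicate inhibition at or above 60% at 9 µM, even if other replicates fall short; inactive means all replicates below 60% inhibition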;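 further: 0% = neutral control wells and 100% = 4 µM acridine orange control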
RTF Ca sens inh – cardiac RTF calcium desensitization; hit rate 0.12% among 340,000; inhibition, % at 7.15 µM; P19429+P45379; IANBD-labeled cardiac RTF, Ca2+ fluorescence; AID 493244;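 active means inhibition above the mean inhibition of all tested compounds plus 3 SD, cut at about 17% in these data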;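 further: assay run at fixed EC70 calcium of 1.6 mM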
* = called active by the depositor. This is a subset. The share of hits here may be higher or lower than overall.

`CCN1C(=O)[C@H]2[C@@H](c3ccc(SC4CCCCC4)cc3)N[C@@](CC(C)C)(C(=O)OC)[C@H]2C1=O` gave DSG3 Ab inh 93.5, CAL PDZ FP-1 -2.8, Keap1 Nrf2 FP -0.9, DAGLB inh -8.3, V-ATPase pHluor -9.3, CAL PDZ FP-2 0.2, Arr AP2 block 18.9, LANA DNA inh 0.3 and RTF Ca sens inh 6.8.
`Cc1ccc(/C=C/C(=O)O)cc1S(=O)(=O)Nc1ccc(C(=O)O)cc1` gave DSG3 Ab inh 100.8, CAL PDZ FP-1 -0.7, Keap1 Nrf2 FP 0.3, DAGLB inh -12.2, V-ATPase pHluor -3.0, CAL PDZ FP-2 -1.4, NSD2 HMT inh 9.2, Arr AP2 block -7.4, LANA DNA inh 1.3 and RTF Ca sens inh 4.7.
`Cc1cccc2cc3cccc(C)c3nc12` gave DSG3 Ab inh 95.6, CAL PDZ FP-1 0.1, Keap1 Nrf2 FP -0.7, DAGLB inh -3.0, V-ATPase pHluor 1.3, CAL PDZ FP-2 -3.0, NSD2 HMT inh -0.3, Arr AP2 block -7.2, LANA DNA inh -0.5 and RTF Ca sens inh -0.3.
Screening C=CCOc1ccccc1CN1CCN(CCc2ccccc2)C(CCO)C1 (configuration not stated) returned DSG3 Ab inh 98.2, CAL PDZ FP-1 -7.6, Keap1 Nrf2 FP -3.2, DAGLB inh -4.9, V-ATPase pHluor -1.7, CAL PDZ FP-2 -0.2, NSD2 HMT inh 0.8, Arr AP2 block 0.8, LANA DNA inh -0.2 and RTF Ca sens inh 1.3.
`CCNC(=O)CN1C(=O)NC2(CCCc3cc(OC)ccc32)C1=O` (configuration not stated) gave CAL PDZ FP-1 -11.4, Keap1 Nrf2 FP -0.4, DAGLB inh -1.8, V-ATPase pHluor 3.8, CAL PDZ FP-2 -1.0, NSD2 HMT inh -1.5, Arr AP2 block -3.1, LANA DNA inh -0.7 and RTF Ca sens inh -10.0.
S=C(Nc1ccccn1)Nc1ccccc1Cl was read as DSG3 Ab inh 97.8, CAL PDZ FP-1 -3.6, Keap1 Nrf2 FP -7.7, DAGLB inh -4.2, V-ATPase pHluor -0.7, CAL PDZ FP-2 0.4, NSD2 HMT inh -2.1, Arr AP2 block -9.3, LANA DNA inh 1.9 and RTF Ca sens inh 3.2.
CCN(CC)S(=O)(=O)c1ccc(N/N=C/c2ccccc2OCC(=O)O)c([N+](=O)[O-])c1 was read as DSG3 Ab inh 103.7, Keap1 Nrf2 FP -0.9, DAGLB inh 23.6, V-ATPase pHluor -1.9, CAL PDZ FP-2 -0.6, NSD2 HMT inh 4.7, Arr AP2 block 7.6, LANA DNA inh -0.7 and RTF Ca sens inh 18.8*.
Screening CCc1cc2c(=O)[nH]c(-c3ccncc3)nc2s1 returned DSG3 Ab inh 99.0, CAL PDZ FP-1 -3.7, Keap1 Nrf2 FP 1.4, DAGLB inh -2.6, V-ATPase pHluor -0.4, CAL PDZ FP-2 -0.9, NSD2 HMT inh 5.0, Arr AP2 block -9.5, LANA DNA inh -0.2 and RTF Ca sens inh 4.2.
Screening O=C(CCCN1C(=O)NC2(CCCC2)C1=O)Nc1ccc(F)cc1 returned DSG3 Ab inh 100.0, CAL PDZ FP-1 -2.7, Keap1 Nrf2 FP -2.1, DAGLB inh -1.4, V-ATPase pHluor 0.3, CAL PDZ FP-2 -0.8, NSD2 HMT inh 0.3, Arr AP2 block -11.2, LANA DNA inh -1.1 and RTF Ca sens inh -0.8.
`CCCCNC(=O)/C=C1\Sc2ccccc2NC1=O` gave DSG3 Ab inh 104.3, CAL PDZ FP-1 -1.9, Keap1 Nrf2 FP -2.9, DAGLB inh -0.9, V-ATPase pHluor 5.8, CAL PDZ FP-2 0.3, NSD2 HMT inh -2.3, Arr AP2 block 1.2, LANA DNA inh -0.7 and RTF Ca sens inh -8.9.

The list goes on, starting with the last 2 of the part before.
Screening O=C(CCCN1C(=O)NC2(CCCC2)C1=O)Nc1ccc(F)cc1 returned DSG3 Ab inh 100.0, CAL PDZ FP-1 -2.7, Keap1 Nrf2 FP -2.1, DAGLB inh -1.4, V-ATPase pHluor 0.3, CAL PDZ FP-2 -0.8, NSD2 HMT inh 0.3, Arr AP2 block -11.2, LANA DNA inh -1.1 and RTF Ca sens inh -0.8.
`CCCCNC(=O)/C=C1\Sc2ccccc2NC1=O` gave DSG3 Ab inh 104.3, CAL PDZ FP-1 -1.9, Keap1 Nrf2 FP -2.9, DAGLB inh -0.9, V-ATPase pHluor 5.8, CAL PDZ FP-2 0.3, NSD2 HMT inh -2.3, Arr AP2 block 1.2, LANA DNA inh -0.7 and RTF Ca sens inh -8.9.
For COCCNC(=O)C1CC(c2ccccc2[N+](=O)[O-])=NO1 (configuration not stated) the results were DSG3 Ab inh 93.3, CAL PDZ FP-1 6.5, Keap1 Nrf2 FP -1.0, DAGLB inh -0.3, V-ATPase pHluor -0.1, CAL PDZ FP-2 0.1, Arr AP2 block 2.4, LANA DNA inh 1.5 and RTF Ca sens inh -11.8.
Screening Cc1ccc(C(=O)C(C)OC(=O)Cn2[nH]c(=O)c3ccccc3c2=O)cc1C (configuration not stated) returned DSG3 Ab inh 121.7, CAL PDZ FP-1 -2.3, Keap1 Nrf2 FP -0.4, DAGLB inh -3.3, V-ATPase pHluor 0.7, CAL PDZ FP-2 -1.9, NSD2 HMT inh -0.1, Arr AP2 block 48.2, LANA DNA inh -1.3 and RTF Ca sens inh -3.1.
Screening C/C=C/C(=O)OCC(=O)NC(=O)NC(C)C returned DSG3 Ab inh 97.3, CAL PDZ FP-1 0.2, Keap1 Nrf2 FP -3.5, DAGLB inh -2.5, V-ATPase pHluor -0.8, CAL PDZ FP-2 -1.9, NSD2 HMT inh -3.1, Arr AP2 block 6.1, LANA DNA inh 1.8 and RTF Ca sens inh -13.2.
Screening COc1ccc(C(=O)CC(c2ccccc2)C2C(=O)CCCC2=O)cc1 (configuration not stated) returned DSG3 Ab inh 101.5, CAL PDZ FP-1 1.1, Keap1 Nrf2 FP 1.2, DAGLB inh -0.2, V-ATPase pHluor -3.9, CAL PDZ FP-2 -0.5, NSD2 HMT inh 10.8, Arr AP2 block -0.1, LANA DNA inh 1.7 and RTF Ca sens inh 2.9.
Screening CC(NC(=O)CN1CCN(S(=O)(=O)c2ccc(Br)cc2)CC1)c1ccccc1 (configuration not stated) returned CAL PDZ FP-1 -10.7, Keap1 Nrf2 FP -0.1, DAGLB inh 1.1, V-ATPase pHluor 0.8, CAL PDZ FP-2 1.7, NSD2 HMT inh 2.9, Arr AP2 block -6.5, LANA DNA inh -1.2 and RTF Ca sens inh 9.4.
Screening CCOC(=O)c1c(C)[nH]c(C(=O)OCC(=O)NCc2ccc(OC)c(OC)c2)c1C returned DSG3 Ab inh 99.5, CAL PDZ FP-1 -4.2, Keap1 Nrf2 FP -5.0, DAGLB inh -1.7, V-ATPase pHluor -5.6, CAL PDZ FP-2 -0.8, NSD2 HMT inh -1.6, Arr AP2 block -3.7, LANA DNA inh 1.2 and RTF Ca sens inh 2.6.
For Nc1nc(NC(=O)CCC(=O)O)nn1-c1ccccc1 the results were DSG3 Ab inh 87.5, CAL PDZ FP-1 -1.5, Keap1 Nrf2 FP -0.9, DAGLB inh 1.2, V-ATPase pHluor -0.1, CAL PDZ FP-2 -0.8, NSD2 HMT inh 4.5, Arr AP2 block -0.7, LANA DNA inh 1.1 and RTF Ca sens inh -9.0.
CCOc1cc(S(=O)(=O)n2cc(-c3ccc(F)cc3)c(N)n2)cc(OCC)c1OCC was read as DSG3 Ab inh 105.5, Keap1 Nrf2 FP 4.0, DAGLB inh -8.6, V-ATPase pHluor 0.0, CAL PDZ FP-2 -1.2, NSD2 HMT inh -3.4, Arr AP2 block 3.0, LANA DNA inh 0.0 and RTF Ca sens inh -1.7.
Screening CC(C)c1cccc(C(C)C)c1NC(=O)CN1C(=O)NC2(CCCC2)C1=O returned Keap1 Nrf2 FP 0.0, DAGLB inh 0.8, V-ATPase pHluor 3.5, CAL PDZ FP-2 -0.2, NSD2 HMT inh -5.2, Arr AP2 block -5.9, LANA DNA inh 1.6 and RTF Ca sens inh -7.6.
Cc1ccc(N2C(=O)N(CC(=O)N3CCOCC3)C(=O)C2C)cc1 (configuration not stated) was read as DSG3 Ab inh 109.8, CAL PDZ FP-1 1.8, Keap1 Nrf2 FP -2.7, DAGLB inh -2.2, V-ATPase pHluor -1.9, CAL PDZ FP-2 0.2, NSD2 HMT inh -0.5, Arr AP2 block 16.9, LANA DNA inh 0.0 and RTF Ca sens inh -3.2.
`NC(=O)COC(=O)/C=C/c1ccc(S(=O)(=O)N2CCCCCC2)cc1` gave DSG3 Ab inh 98.7, CAL PDZ FP-1 -2.9, Keap1 Nrf2 FP -4.2, DAGLB inh -0.8, V-ATPase pHluor -3.7, CAL PDZ FP-2 0.1, NSD2 HMT inh -10.5, Arr AP2 block -15.7, LANA DNA inh -1.5 and RTF Ca sens inh -3.1.
`COc1ccccc1C(CNC(=O)c1ccc(S(=O)(=O)N2CCCCC2)cc1)N(C)C` (configuration not stated) gave CAL PDZ FP-1 1.1, Keap1 Nrf2 FP -4.7, DAGLB inh 1.0, V-ATPase pHluor -0.1, CAL PDZ FP-2 -0.3, NSD2 HMT inh 1.6, Arr AP2 block 33.0, LANA DNA inh 0.6 and RTF Ca sens inh -10.4.
For NC(=O)c1ccc(NC(=O)CS(=O)(=O)c2cn(CC(=O)N3CCCCC3)c3ccccc23)cc1 the results were DSG3 Ab inh 115.7, CAL PDZ FP-1 -3.8, Keap1 Nrf2 FP -1.4, DAGLB inh -3.2, V-ATPase pHluor 5.5, CAL PDZ FP-2 -2.1, NSD2 HMT inh -4.6, Arr AP2 block 27.9, LANA DNA inh -0.6 and RTF Ca sens inh -5.8.
For COc1ccc(OC)c(NC2=NC3(CCCCC3)N=C(N)N2)c1 the results were DSG3 Ab inh 99.7, CAL PDZ FP-1 -1.8, Keap1 Nrf2 FP 1.5, DAGLB inh 0.4, V-ATPase pHluor 5.1, CAL PDZ FP-2 -2.1, NSD2 HMT inh 2.8, Arr AP2 block 2.7, LANA DNA inh -0.9 and RTF Ca sens inh -11.1.
`CCN(C(=O)Cn1ccc(C(F)(F)F)n1)c1c(N)n(Cc2ccccc2)c(=O)[nH]c1=O` gave CAL PDZ FP-1 -4.9, Keap1 Nrf2 FP 1.7, DAGLB inh -4.6, V-ATPase pHluor -0.7, CAL PDZ FP-2 0.3, NSD2 HMT inh 1.6, Arr AP2 block 4.7, LANA DNA inh 3.7 and RTF Ca sens inh -12.5.
Screening Cc1nn(-c2ccccc2)c2nc(N)c(C#N)c(-c3ccc(C(C)(C)C)cc3)c12 returned CAL PDZ FP-1 -3.2, Keap1 Nrf2 FP 4.1, DAGLB inh -5.9, V-ATPase pHluor -0.1, CAL PDZ FP-2 0.0, NSD2 HMT inh -2.4, Arr AP2 block 37.2, LANA DNA inh 0.1 and RTF Ca sens inh -1.1.
Cc1ccc(NC(=O)CN2CCN(C(=O)c3ccco3)CC2)cc1S(=O)(=O)N(C)C was read as DSG3 Ab inh 93.7, CAL PDZ FP-1 -0.5, Keap1 Nrf2 FP -6.4, DAGLB inh -2.8, V-ATPase pHluor 1.7, CAL PDZ FP-2 -0.7, NSD2 HMT inh -0.6, Arr AP2 block -7.7, LANA DNA inh -1.3 and RTF Ca sens inh -3.8.
